TDP1 inh = inhibitors of human tyrosyl-DNA phosphodiesterase TDP1 | recombinant TDP1, AlphaScreen DNA substrate cleavage | Potency, µM (titrated, usually from 130 µM), for inactives: at the top dose activity change, negative = inhibition, hits mostly inhibitors | 350,000 compounds, 0.28% hits; note: nearly all actives have a fitted effect of over 40% in size
Target sequence (Q9NUW8 whole entry, looked up): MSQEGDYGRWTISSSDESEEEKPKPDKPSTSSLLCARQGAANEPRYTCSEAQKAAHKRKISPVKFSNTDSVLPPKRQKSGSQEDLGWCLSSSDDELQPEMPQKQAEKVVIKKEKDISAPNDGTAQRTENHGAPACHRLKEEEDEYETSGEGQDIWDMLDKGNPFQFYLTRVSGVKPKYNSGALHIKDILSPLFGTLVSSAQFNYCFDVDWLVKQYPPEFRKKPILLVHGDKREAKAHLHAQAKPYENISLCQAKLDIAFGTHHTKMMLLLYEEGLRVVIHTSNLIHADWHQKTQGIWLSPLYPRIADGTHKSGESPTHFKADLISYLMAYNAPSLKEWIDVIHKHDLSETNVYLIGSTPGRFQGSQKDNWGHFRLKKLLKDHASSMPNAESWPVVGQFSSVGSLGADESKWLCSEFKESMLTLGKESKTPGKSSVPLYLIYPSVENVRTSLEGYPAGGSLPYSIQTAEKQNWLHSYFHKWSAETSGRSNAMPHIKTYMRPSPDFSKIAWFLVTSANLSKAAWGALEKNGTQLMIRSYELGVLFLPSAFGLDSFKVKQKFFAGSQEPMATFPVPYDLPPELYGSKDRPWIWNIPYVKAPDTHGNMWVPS
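Enzyme-compound mixtures sat 15 min at room temperature, followed by a 5 min reaction with 15 nM final substrate and 10 min with AlphaScreen beads. Recombinant human Tdp1 was used at 1 nM final.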
N370S GC mod = inhibits or activates N370S mutant glucocerebrosidase. P04062. N370S GC spleen homogenate, 4MU-glucoside fluorescence. Potency, µM (top dose mostly 59.4 µM), for the others: at the top dose activity change, negative = inhibition, usual class: inhibitors. 330,000 compounds, 0.092% hits;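 note: 0% = full enzyme activity and -100% = no enzyme basal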
FEN1 inhibitor = human FEN1 inhibition | Potency, µM (series often up to 114 µM), for inactives: top-dose activity change, negative = inhibition, usual class: inhibitors | 390,000 compounds, 0.35% hits | Recombinant FEN1 flap cleavage, fluorescence, 15 min | AID 588795 | P39748; note: nearly all actives have a fitted effect of over 65% in size
Target sequence (P39748 whole entry, looked up): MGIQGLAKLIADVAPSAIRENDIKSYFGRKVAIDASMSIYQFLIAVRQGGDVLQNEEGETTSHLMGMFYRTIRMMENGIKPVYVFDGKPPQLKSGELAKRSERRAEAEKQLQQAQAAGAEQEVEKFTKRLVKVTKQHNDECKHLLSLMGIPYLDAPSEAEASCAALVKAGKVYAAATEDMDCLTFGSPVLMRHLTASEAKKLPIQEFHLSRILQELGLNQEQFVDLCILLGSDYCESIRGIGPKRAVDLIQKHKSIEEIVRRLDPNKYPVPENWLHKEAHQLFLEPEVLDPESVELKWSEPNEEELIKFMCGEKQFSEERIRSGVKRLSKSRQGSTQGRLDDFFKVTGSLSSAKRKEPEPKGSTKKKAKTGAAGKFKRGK
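Potency values derive from four-parameter Hill fits of normalized qHTS data. The reaction used 10 nM FEN1 preincubated 15 min at room temperature with compound, then 50 nM DNA substrate, read at 0 and 15 min.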
The depositor's hits bear a star; ? = inconclusive; nt = no result given; & = joins results of further samples; ! = repeats disagree; [ ] = remark or other dose. Calls come from the whole dose curve; as a rule, active = well fitted curve in the direction sought with a large enough effect; inconclusive = small, poorly fitted or top-dose-only effect, or another doubt; inactive = no such curve, though single readings can be large; an effect the other way counts as inactive or inconclusive. Unless noted, % is set by controls: 0 for no effect and ±100 for the full control effect; potency is the fitted concentration of half-maximal effect.

SMILES | TDP1 inh | N370S GC mod | FEN1 inhibitor
C=CCO[C@@H](Cn1ccnc1)c1ccc(Cl)cc1Cl | 5%[21 µM] | 16%[21.6 µM] | nt
O=C(c1ccc(F)cc1Cl)N1CCC2(CC1)OCCO2 | -2% | -11% | 3%
CC(=O)c1c(O)n(C)c(=S)n(-c2ccccc2)c1=O | -2% | 5% | -1%
COc1ccc(CCN(C)Cc2c(F)cccc2F)cc1OC | 2% | 4% | -15%
Cc1ccc(S(=O)(=O)Cc2ccc(C(=O)N3CCC4(CC3)OCCO4)o2)cc1 | -9% | 7% | -2%
CNS(=O)(=O)c1ccc(N=Cc2c(O)n(-c3cccc(C)c3)c(=O)[nH]c2=O)cc1 | -4% | -1% | -4%
O=C1NC(=O)C2(Cc3ccccc3N3CCCC32)C(=O)N1Cc1ccccc1 (stereo unspecified) | 0% | -2% | 0%
CCc1c(C)nc(N)nc1N1N=C1SCCOc1ccccc1 | 3% | 12% | -13%
COc1ccc(N=Cc2c(O)n(-c3ccc(C)cc3)c(=O)[nH]c2=O)cc1 | -2% | 15% | 10%
O=C(CN1CCOCC1)c1ccc(Br)cc1 | nt | -17% | -1%
C=CCc1cc(C=C2C(=O)NC(=O)NC2=O)cc(OC)c1OCc1ccc(C(=O)O)cc1 | -11% | -1% | ?
CCC(C)n1c(O)c(/C=N/NC(=O)c2ccncc2)c(=O)[nH]c1=S (stereo unspecified) | 8% | -11% | 4%
CCC1CO/C(=C(\C(Cl)=C(Cl)Cl)[N+](=O)[O-])N1Cc1ccc(Cl)nc1 (stereo unspecified) | nt | -3% | 1%
CC(NCc1ccc(Cl)cc1)C(O)c1ccccc1 (stereo unspecified) | 1% | -26% | -18%
C(=N\NC1=NCCCCC1)/c1c[nH]c2ccccc12 | -1% | -11% | -3%
Cc1ccc(N)cc1Cl | 8% | 4% | -5%
CC/C(=N\NC(=O)c1ccccc1O)c1c(O)n(C2CCCCC2)c(=O)[nH]c1=O | 6% | ? | -21%
CN(C(=O)c1ccc(Cl)nc1)C1(c2ccccc2Cl)CCCCC1=O (stereo unspecified) | 6% | 2% | -13%
CN1CCN(c2ccc(Cl)cc2N)CC1 | -7% | -7% | -4%
O=C1NC(=O)C(=Cc2ccc(Oc3ccc([N+](=O)[O-])cc3)cc2)C(=O)N1 | 0% | -12% | -10%
[O-]/[N+](=N\O)c1ccccc1 | 22% | -2% | nt
CC1CN=C(Nc2cccc3ccccc23)S1 (stereo unspecified) | 3% | 18% | -2%
COCCNC(=O)CN1C(=O)CN=C(c2ccccc2)c2ccccc21 | 5% | 10% | 8%
C1=C(c2c[nH]c3ccccc23)CCNC1 | 4% | -11% | nt
C=CCn1c(O)c(C(C)=NCCO)c(=O)[nH]c1=O | 8% | 5% | -2%
C[n+]1c(-c2ccccc2)cc(-c2ccc(Cl)cc2)cc1-c1ccccc1 | 0% | -6% | -1%
C(CCOCC1CO1)COCC1CO1 (stereo unspecified) | 14% | -2% | nt
CN(CC(=O)Nc1ccccc1-c1ccccc1)C1CCCCC1 | 0% | -4% | -16%
C=CCn1c(O)c(C(CC)=NC2CC2)c(=O)[nH]c1=O | 2% | -2%[12.8 µM] | -7%
CN1CCC(C)(O)C2CCCCC21 (stereo unspecified) | -1% | 16% | 4%
Cc1ccc2c(=O)n(-c3cccc(Cl)c3)c(=O)[nH]c2c1 | -5%[12.3 µM] | nt | 10%
NCCc1ccccn1 | 2% | 3% | nt
Cc1ccc(-c2nc(CN3C(=O)CN=C(c4ccccc4Cl)c4cc(Cl)ccc43)c(C)o2)cc1 | 6% | nt | -4%
O=C1/C(=C\c2ccc3c(c2)OCO3)N2CCC1CC2 | 5% | 3% | 0%
CCCCC/C=C\C/C=C\CCCCCCCC(=O)NCCO | 9%&6%&4% | 6%&-1%&4% | nt
Ic1ccccc1CNC1C2CCN(CC2)C1C(c1ccccc1)c1ccccc1 (stereo unspecified) | 4% | -12% | 2%[57.1 µM]
O=C1C(Cc2cnc[nH]2)NC(=S)N1c1ccccc1 (stereo unspecified) | nt | 2% | 13%
COc1cc(C(=O)N2C[C@H]3C[C@@H](C2)c2cccc(=O)n2C3)cc(OC)c1OC | nt | -5% | -12%
O=Cc1c(C(=O)O)n(Cc2ccc(F)cc2Cl)c2ccccc12 | nt | -16% | 12%
COc1cc2c(cc1-c1cc3cc4ccoc4cc3oc1=O)OCO2 | -5%[56.1 µM] | 8% | nt
O=c1[nH]c(=S)n(CCC2=CCCCC2)c(O)c1/C=N/Nc1ccccc1 | nt | -9% | 6%
Fc1ccc(N2CCN(Cc3ccc4c(c3)OCO4)CC2)cc1 | -3% | -5% | -20%
CC(c1ccccc1F)n1cc(C(=O)Nc2ccc3nc[nH]c3c2)nn1 (stereo unspecified) | 7% | -3% | -4%
COC(=O)COc1ccc(C[C@@H](C)NC[C@H](O)c2cccc(Cl)c2)cc1 | 8% | -5% | nt
O=C(NC(C(Cl)Cl)N1CCOCC1)c1ccccc1 (stereo unspecified) | -2% | 5% | 1%
O=[N+]([O-])c1ccc(N2CCCCC2)c2ncccc12 | 7% | 2% | -14%
C[C@]12CCC3C(CC[C@H]4C[C@H](O)CC[C@]34C)C1CC[C@@H]2C(=O)CO (stereo partly specified) | 5%[56.1 µM] | 18% | nt
CN(C)c1ccc(/C=C/C=C/c2sc3ccccc3[n+]2C)cc1 | -3% | -1% | ?
CCNc1cc(N2CCNCC2)ccc1[N+](=O)[O-] | 0% | -19% | nt
CC(=O)OC1CCC23C(=O)OC45CCC(C6=CC(=O)OC6)C4(C)CCC2C5CCC3(O)C1 (stereo unspecified) | 9%[56.1 µM] | -6% | nt
CN1C(=O)C(O)N=C(c2ccccc2)c2cc(Cl)ccc21 (stereo unspecified) | 6% | 1% | nt
c1cc2c(cc1CN1CCNCC1)OCO2 | nt | -4% | 22%
Oc1ccc2c3c1O[C@H]1c4oc5ccccc5c4C[C@@]4(O)C(C2)N(CC2CC2)CCC314 (stereo partly specified) | 8%[56.1 µM] | -10% | nt
CCc1c(C)nc(N)nc1N1N=C1SCC#N | 5% | -2% | 2%
O=C1NC(=O)C(=Cc2cn(CCOc3ccc4c(c3)OCO4)c3ccccc23)C(=O)N1 | 2% | 2% | 1%
CC(=O)c1c(C)n(CCCOC(C)C)c2ccc(O)cc12 | 2% | 6% | 14%
c1ccc2c(CNC3CCCCC3)c[nH]c2c1 | 10% | -1% | 10%
Cc1ccc(NS(=O)(=O)c2ccc(Cl)c(N=Nc3c(O)[nH]c(=O)[nH]c3=O)c2)cc1Cl | -8% | nt | 45µM*
Cc1cc(C=O)c(C)n1CC1CCCO1 (stereo unspecified) | -2% | 3% | -3%
CC1CCC(NC(=O)CNC(=S)N2CC3CC(C2)c2cccc(=O)n2C3)CC1 (stereo unspecified) | -3% | 2% | -3%

Next part
SMILES | TDP1 inh | N370S GC mod | FEN1 inhibitor
COC(=NC1CCCCC1)C(O)c1c[nH]c2ccccc12 (stereo unspecified) | 6% | 8% | 2%
O=C(c1ccc(F)c([N+](=O)[O-])c1)N1CC2CC(C1)c1cccc(=O)n1C2 (stereo unspecified) | nt | -15% | 12%
CCCCC/C=C\C/C=C\C/C=C\C/C=C\CCCCCC(=O)NCCO | 40µM*! | ? | nt
CN1C2CCC1CC(OC(=O)c1cc(Cl)cc(Cl)c1)C2 (stereo unspecified) | 9%[56.1 µM] | -6%&-9%&-6% | 3%
O=C(CCC(=O)N1CC2C[C@@H](C1)Cn1c2cccc1=O)NCCc1ccccc1 | nt | 3% | -1%
O=C(O)c1ccc(-n2c(O)c(/C=C3\C=Nc4ccccc43)c(=O)[nH]c2=O)cc1 | nt | -6% | ?
O=[N+]([O-])c1ccc(F)c([N+](=O)[O-])c1 | 0% | -25% | nt
COCCCN1Cc2ccccc2C1=N | 2% | 2% | 2%
CCC(=O)N1CC(=O)Nc2ccc(F)cc2C1c1ccccc1 (stereo unspecified) | 1% | -8% | -5%
COc1ccc(OC)c(NP(=O)(Oc2ccccc2)Oc2ccccc2)c1 | nt | ? | -3%
Cc1cccc(CNCCc2c[nH]c3ccccc23)c1 | 7% | ? | -21%
CCn1cc(C=C2C(=O)NC(=O)NC2=O)c2ccccc21 | nt | 0% | -5%
Cc1cc(C=C2C(=O)N(C)C(=O)N(C)C2=O)c(C)n1-c1ccccc1 | 5% | -10% | 14%
CCN1C[C@]2(C)CC[C@H](OC)[C@@]34[C@@H]2[C@H](OC(C)=O)[C@]2(OCO[C@@]25C[C@@H](OC)[C@@H]2C[C@@]3(O)[C@H]5[C@@H]2OC)[C@H]14 | 3%[21 µM] | 17%[21.6 µM] | nt
COc1ccccc1Sc1ccccc1CC(C)N (stereo unspecified) | 6% | 20% | -2%
CC1(C)OC1COc1c2occc2cc2ccc(=O)oc12 (stereo unspecified) | -4%&-1% | 4%&-9% | -10%
CN(C)Cc1c[nH]c2ccccc12 | 4% | -8% | -1%
CN(C)c1ccc(/C=C2/C(=O)NC(=O)N(CCc3ccc(F)cc3)C2=O)cc1 | -1% | -6% | -18%
CCOC(=O)C(O)(c1ccc(N=c2ccccn2C)cc1)C(F)(F)F (stereo unspecified) | nt | 0% | 6%
COC(=O)C1=C(c2ccc(F)cc2OCc2ccccc2)C[C@@H]2CC[C@H]1N2C(=O)NCCO | 0% | nt | 14%
O=C(O)CBr | 12% | 6% | nt
NC(=S)/N=C/c1c(O)[nH]c(=O)[nH]c1=O | -6% | -24% | ?
CC(C)c1ccccc1NC1=NCCCS1 | 8% | -8% | -6%
CC(=O)CC(C)(C)n1c[n+](C)nn1 | 6% | 10% | -4%
CC(C)c1nn2c(=O)cc(COC(=O)Cc3ccccc3)nc2s1 | 7% | nt | 22%
COC(=O)C(O)(c1ccc(NC(=O)NC2CCCCC2)cc1)C(F)(F)F (stereo unspecified) | 8% | -11% | 4%
O=C1NC(=O)C(=Cc2ccc(N3CCOCC3)o2)C(=O)N1 | -6% | -28% | -6%
NC(=O)c1ccc(OCC(O)CN2CC=C(c3ccc(F)cc3)CC2)cc1 (stereo unspecified) | 6%[56.1 µM] | 1% | nt

Grouped by structure, those above containing sulfur
SMILES | TDP1 inh | N370S GC mod | FEN1 inhibitor
CC(=O)c1c(O)n(C)c(=S)n(-c2ccccc2)c1=O | -2% | 5% | -1%
Cc1ccc(S(=O)(=O)Cc2ccc(C(=O)N3CCC4(CC3)OCCO4)o2)cc1 | -9% | 7% | -2%
CNS(=O)(=O)c1ccc(N=Cc2c(O)n(-c3cccc(C)c3)c(=O)[nH]c2=O)cc1 | -4% | -1% | -4%
CCc1c(C)nc(N)nc1N1N=C1SCCOc1ccccc1 | 3% | 12% | -13%
CCC(C)n1c(O)c(/C=N/NC(=O)c2ccncc2)c(=O)[nH]c1=S (stereo unspecified) | 8% | -11% | 4%
CC1CN=C(Nc2cccc3ccccc23)S1 (stereo unspecified) | 3% | 18% | -2%
O=C1C(Cc2cnc[nH]2)NC(=S)N1c1ccccc1 (stereo unspecified) | nt | 2% | 13%
O=c1[nH]c(=S)n(CCC2=CCCCC2)c(O)c1/C=N/Nc1ccccc1 | nt | -9% | 6%
CN(C)c1ccc(/C=C/C=C/c2sc3ccccc3[n+]2C)cc1 | -3% | -1% | ?
CCc1c(C)nc(N)nc1N1N=C1SCC#N | 5% | -2% | 2%
Cc1ccc(NS(=O)(=O)c2ccc(Cl)c(N=Nc3c(O)[nH]c(=O)[nH]c3=O)c2)cc1Cl | -8% | nt | 45µM*
CC1CCC(NC(=O)CNC(=S)N2CC3CC(C2)c2cccc(=O)n2C3)CC1 (stereo unspecified) | -3% | 2% | -3%
COc1ccccc1Sc1ccccc1CC(C)N (stereo unspecified) | 6% | 20% | -2%
NC(=S)/N=C/c1c(O)[nH]c(=O)[nH]c1=O | -6% | -24% | ?
CC(C)c1ccccc1NC1=NCCCS1 | 8% | -8% | -6%
CC(C)c1nn2c(=O)cc(COC(=O)Cc3ccccc3)nc2s1 | 7% | nt | 22%

A portion of the library. The share of hits here may be higher or lower than overall.
